NPYLR7 ag = activates Aedes aegypti NPYLR7 receptor. HEK293T NPYLR7/Galpha15, GCaMP6s calcium fluorescence. activation, % at 10 µM. 270,000 tested, 0.15% active. AID 1259423; in the data active means activation above about 40%;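 further: 0% = vehicle and 100% = reference agonist at the receptor; some compounds past the cut are filed as inactive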
hcGAS lum = blocks human cGAS activity; 290,000 tested, 0.081% active; recombinant h-cGAS, ATP depletion, Kinase-Glo luminescence; inhibition, % at 12.5 µM; Q8N884;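 further: 0% = vehicle reaction and 100% = reaction without DNA for no activity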
Target sequence (Q8N884 whole entry, looked up): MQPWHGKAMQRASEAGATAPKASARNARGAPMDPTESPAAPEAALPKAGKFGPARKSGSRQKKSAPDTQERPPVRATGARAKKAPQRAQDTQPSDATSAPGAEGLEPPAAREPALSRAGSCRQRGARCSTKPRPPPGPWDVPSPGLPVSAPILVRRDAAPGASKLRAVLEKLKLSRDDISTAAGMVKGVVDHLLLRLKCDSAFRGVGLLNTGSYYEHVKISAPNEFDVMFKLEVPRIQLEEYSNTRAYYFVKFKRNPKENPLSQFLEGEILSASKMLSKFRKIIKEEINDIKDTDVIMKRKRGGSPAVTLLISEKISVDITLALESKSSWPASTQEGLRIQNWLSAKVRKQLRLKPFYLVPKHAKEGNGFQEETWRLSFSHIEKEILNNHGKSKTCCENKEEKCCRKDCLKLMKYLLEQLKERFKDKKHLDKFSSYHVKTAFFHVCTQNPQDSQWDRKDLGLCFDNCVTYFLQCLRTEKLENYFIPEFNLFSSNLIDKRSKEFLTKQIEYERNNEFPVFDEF
mcGAS lum = blocks mouse cGAS activity | Q8C6L5 | recombinant cGAS, Kinase-Glo ATP depletion luminescence | inhibition, % at 12.5 µM | 160,000 tested, 0.15% active | AID 1259399;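 further: 0% = negative control wells and 100% = reference inhibitor with no enzyme activity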
Starred values were filed as active, the others as inactive; x = no result given; & = joins results of further samples. Unless noted, no stated cut-off is given here; in the data, active means inhibition above about 40%; inactive means the rest.

| nr | compound | mcGAS lum | hcGAS lum | NPYLR7 ag |
| --- | --- | --- | --- | --- |
| 1 | CCc1nc2c(OCC3CCCCC3)cccn2c1N(C)C(=O)c1ccc2c(c1)OCO2 | -0.4 | -1.5 | -19.7 |
| 2 | COCCCNC(=O)c1csc(CSc2nnc(-c3cccnc3)n2-c2cccc(Cl)c2)n1 | -2.5 | 5.8 | -2.8 |
| 3 | N#Cc1c(NC(=O)COc2ccc(Cl)cc2Cl)sc2c1CCCC2 | -5.1 | -3.9 | -5.1 |
| 4 | COCCCN1CCc2nc(SCC(=O)Nc3ccc(C)c(C)c3)[nH]c(=O)c2C1 | -8.3 | -11.2 | 8.2 |
| 5 | Cc1ccc2[nH]c3c(=O)n(C(C)c4ccccc4)cnc3c2c1 (stereo not given) | -7.8 | -7.2 | -1.9 |
| 6 | CC1(C)CN(C(=O)Cn2cnc3ccc(F)cc3c2=O)CC1c1ccccc1 (stereo not given) | x | -5.7 | 0.6 |
| 7 | COc1ccc(CC(=O)N2CCC3(CC2)OCc2cc(-c4ccccc4)ccc2O3)cc1 | -3.5 | -6.2 | -7.1 |
| 8 | CCCn1c(SCc2cn3c(C)cc(C)nc3n2)n[nH]c1=O | -4.5 | -5.7 | 5.4 |
| 9 | Cc1cc(C)n(-c2cccc(CNC(C)c3cnn(-c4cccc(F)c4)c3C)c2)n1 (stereo not given) | -8.0 | -9.6 | 6.8 |
| 10 | FC(F)(F)COc1cccc(CN2CCN(CC3CCOC3)CC2)c1 (stereo not given) | x | -5.2 | 4.0 |
| 11 | N#CC(=Cc1ccsc1)C(=O)Nc1ccccn1 | 1.0 | 8.0 | -1.3 |
| 12 | O=C(Nc1ccc(Oc2ccccc2F)cc1)C1CCN(Cc2cccc3c2OCO3)CC1 | -11.5 | -9.8&-8.8 | 1.4&8.4 |
| 13 | CCOCCOc1nc(-c2cccc(C(F)(F)F)c2)n(-c2ccc(NC(=O)c3ccc([N+](=O)[O-])cc3)cc2)n1 | -8.3 | -7.7 | x |
| 14 | CCC(=O)N1CCC1(C)C(=O)Nc1ccc2c(c1)CCN2C(C)=O (stereo not given) | -5.5 | -10.7 | 4.3 |
| 15 | Cc1cccc(COC2CCCN(C(=O)c3ccccc3F)C2)c1 (stereo not given) | -2.9 | -2.1 | 5.1 |
| 16 | CC(C)(C)CNC(=O)CN1Cc2ccc(-c3ccc(C#N)cc3)nc2C1=O | -6.1 | -4.2 | 10.8 |
| 17 | CN(Cc1noc(-c2ccccc2)n1)C(=O)c1cn(Cc2ccc(F)cc2)nn1 | x | 8.9 | -8.1 |
| 18 | CC(C)(C)CC(C)(C)Nc1c(-c2cccnc2)nc2c(OCc3ccccc3)cccn12 | -6.6 | -4.8 | 7.3 |
| 19 | CC(Cn1ccnc1)NC(=O)NCC(C)(C)c1ccccc1F (stereo not given) | x | 43.4* | 0.0 |
| 20 | CCc1cn[nH]c1C1CCN(C(=O)Cc2ccc3c(c2)NC(=O)CO3)CC1 | x | -10.2 | 2.0 |

Ordered by formula weight (smallest number first): 10 of the compounds above.
| nr | compound | mcGAS lum | hcGAS lum | NPYLR7 ag |
| --- | --- | --- | --- | --- |
| 11 | N#CC(=Cc1ccsc1)C(=O)Nc1ccccn1 | 1.0 | 8.0 | -1.3 |
| 19 | CC(Cn1ccnc1)NC(=O)NCC(C)(C)c1ccccc1F (stereo not given) | x | 43.4* | 0.0 |
| 15 | Cc1cccc(COC2CCCN(C(=O)c3ccccc3F)C2)c1 (stereo not given) | -2.9 | -2.1 | 5.1 |
| 14 | CCC(=O)N1CCC1(C)C(=O)Nc1ccc2c(c1)CCN2C(C)=O (stereo not given) | -5.5 | -10.7 | 4.3 |
| 10 | FC(F)(F)COc1cccc(CN2CCN(CC3CCOC3)CC2)c1 (stereo not given) | x | -5.2 | 4.0 |
| 17 | CN(Cc1noc(-c2ccccc2)n1)C(=O)c1cn(Cc2ccc(F)cc2)nn1 | x | 8.9 | -8.1 |
| 9 | Cc1cc(C)n(-c2cccc(CNC(C)c3cnn(-c4cccc(F)c4)c3C)c2)n1 (stereo not given) | -8.0 | -9.6 | 6.8 |
| 18 | CC(C)(C)CC(C)(C)Nc1c(-c2cccnc2)nc2c(OCc3ccccc3)cccn12 | -6.6 | -4.8 | 7.3 |
| 12 | O=C(Nc1ccc(Oc2ccccc2F)cc1)C1CCN(Cc2cccc3c2OCO3)CC1 | -11.5 | -9.8&-8.8 | 1.4&8.4 |
| 13 | CCOCCOc1nc(-c2cccc(C(F)(F)F)c2)n(-c2ccc(NC(=O)c3ccc([N+](=O)[O-])cc3)cc2)n1 | -8.3 | -7.7 | x |

Carrying on.
| nr | compound | mcGAS lum | hcGAS lum | NPYLR7 ag |
| --- | --- | --- | --- | --- |
| 21 | C=CCN1C(=O)NC(c2ccccc2C(F)(F)F)C2=C1CN(C(C(=O)Nc1ccc(OC)cc1)c1ccccc1)C2=O (stereo not given) | -2.9 | -4.3 | 0.4 |
| 22 | O=C(Cn1cnc([N+](=O)[O-])n1)N/N=C\c1ccccc1OCc1ccccc1 | -7.5 | -5.2 | -9.3 |
| 23 | O=C(NCc1ccc(OC(F)(F)F)cc1)N1CCN(S(=O)(=O)c2ccc(Cl)s2)CC1 | -3.8 | -3.6 | 6.8 |
| 24 | C=CCN(CC(=O)N1CCc2sccc2C1COc1cccc(OC)c1)C(=O)Nc1ccc(C)cc1 (stereo not given) | -2.3 | -0.8 | 2.7 |
| 25 | CC(C)CN(C(=O)c1cccc(-n2cccc2)c1)C1CCS(=O)(=O)C1 (stereo not given) | x | -2.9 | 1.4 |
| 26 | CC(C)NC(=O)NC1CCN(c2ccccc2C(=O)N(C)C2CCCCC2)CC1 | -4.4 | -6.0 | 0.5 |
| 27 | COc1nn(Cc2ccc(Br)cc2)cc1[N+](=O)[O-] | x | -1.3 | 1.8 |
| 28 | COc1cccc(-c2nn(-c3ccccc3)cc2CN2CCN(C)C(=O)[C@@H]2C)c1 | x | 1.3 | 6.0 |
| 29 | CC(=O)Cn1c(=O)c2c(nc3n2CCCN3c2ccc(Br)cc2)n(C)c1=O | x | -6.9 | 1.1 |
| 30 | CCc1[nH]n(-c2ccc(Cl)c(Cl)c2)c(=O)c1C1=C(N(CC)CC)C(=O)N(c2ccc(F)cc2)C1=O | -8.4 | -12.0 | -9.1 |
| 31 | COC(=O)c1cc2c(=O)n(C)c(=O)n(C)c2[nH]1 | x | -8.3 | 2.3 |
| 32 | Brc1ccc(C=C2CCC(C3=CCCC3)=C2N2CCOCC2)cc1 | 0.9 | -8.0 | -1.3 |
| 33 | CCn1c(=O)c2c(nc3n2CC(C)CN3c2ccc(Br)cc2)n(C)c1=O (stereo not given) | x | -7.0 | 22.0 |
| 34 | Nc1nnc(CCCNC(=O)CN2CCOc3ccccc3C2)s1 | -9.2 | 1.4 | -5.4 |
| 35 | Nc1c(C(=O)CSc2cc(F)ccc2F)c(=O)[nH]c(=O)n1C1CC1 | x | -6.5 | 2.0 |
| 36 | O=C(Nc1ccc(F)c(F)c1)N1CCSC1c1cccc(OCc2ccccc2)c1 (stereo not given) | -4.5 | -6.8 | 0.3 |
| 37 | COc1ccc(CCC(=O)Nc2c3c(nn2CC(=O)NCc2ccco2)CSC3)cc1 | -2.3 | -3.8 | -4.6 |
| 38 | Fc1ccc(C2c3cccn3CCCN2Cc2cccnc2)c(F)c1 (stereo not given) | x | 0.1 | 5.4 |
| 39 | Cc1nc(SCC(=O)N(C)Cc2cccc(F)c2)sc1CC(N)=O | x | -2.0 | 9.8 |
| 40 | CCCc1nc(N2CCCN(C(=O)c3cccs3)CC2)c2c(-c3ccccc3)noc2n1 | -6.3 | -2.3 | x |
| 41 | FC(F)(F)Oc1cccc(CN2CCC3(CCC(CN4CCOCC4)O3)CC2)c1 (stereo not given) | -4.5 | -10.6 | x |
| 42 | CC1CN(S(=O)(=O)c2ccc(C(=O)N3CCN(c4ccc(O)cc4)CC3)cc2)CC(C)O1 (stereo not given) | x | -4.8 | 3.1 |
| 43 | COCc1cc(N2CCN(c3cccc(C(F)(F)F)c3)CC2)nc(SCc2ccc(C(=O)NCc3cccnc3)cc2)n1 | -7.1 | -11.6 | 10.1 |
| 44 | Cc1cc(C)c(C)c(S(=O)(=O)NC(C)C(=O)N2CCC2)c1C (stereo not given) | x | -3.1 | 20.3 |
| 45 | O=C(c1ccc2nc(C3CC3)oc2c1)N1CCCC(c2ccc(Cl)cc2)C1 (stereo not given) | -10.7 | -7.3 | 5.2 |
| 46 | O=c1c2cc(Cl)ccc2ncn1Cc1cnn(-c2ccccc2)n1 | x | -2.2 | -2.1 |
| 47 | O=C(Nc1nc(-c2ccc(I)cc2)cs1)c1ccc(F)cc1 | -6.1 | -11.3 | -1.8 |
| 48 | COc1ccc(S(=O)(=O)Oc2ccccc2CN(C(=O)c2ccco2)C2CC2)cc1 | 1.0 | 4.5 | -0.1 |
| 49 | CC(C)CN1CC(C(=O)N(C2CCCC2)C2CC2)CC1=O (stereo not given) | x | -5.3 | 2.8 |
| 50 | CCN1CC(Cn2ccnc2-c2cccc3nonc23)CC1=O (stereo not given) | -3.6 | 5.7 | -2.6 |
| 51 | CC(C)c1ncc(C(=O)N2CCNCC2C(=O)N2CCCC2)c(=O)[nH]1 (stereo not given) | x | -5.6 | -4.1 |
| 52 | COc1ccc(C(NC(C)=O)c2ccccc2Cl)cc1 (stereo not given) | x | -3.2 | -3.1 |
| 53 | CNC(=O)c1noc2c1CN(C(=O)CC13CC4CC(CC(C4)C1)C3)CC2 | -3.2 | -7.5 | x |
| 54 | CCOc1ccc(C(=O)Nc2c(N)nc(SCc3ccc(C)cc3)[nH]c2=O)cc1 | -5.6 | -1.7 | 10.0 |
| 55 | Cc1ccc(O)c(N=Cc2c(O)n(C3CCCCC3)c(=O)n(C3CCCCC3)c2=O)c1 | -7.1 | -3.8 | 3.9 |
| 56 | COc1cccc(C(=O)N2CCN(CC(OCc3ccc(C(F)(F)F)cc3)c3ccc(Cl)cc3)CC2)c1 (stereo not given) | -6.4 | -4.3 | x |
| 57 | COc1ccc(C(=O)NCCCNC(=O)[C@H]2CCCN2C(=O)Cc2cccs2)cc1 | 0.4 | 4.6 | 1.7 |
| 58 | Cc1cccc(C)c1Oc1ncccc1CNC1CCN(C)CC1 | x | -4.3 | 6.4 |
| 59 | COc1ccc(-c2cc(N)n(-c3ccc(C(=O)NCCCN(C)c4ccccc4)cc3)n2)cc1 | -3.5 | -5.5 | -4.3 |
| 60 | O=C(CC1(O)C(=O)Nc2ccccc21)CC1(O)C(=O)Nc2ccccc21 (stereo not given) | -3.7 | 2.3 | -2.7 |
| 61 | Cc1cccc(C)c1NC(=O)CN(C)C(=O)COC(=O)c1cnn(C)c1 | x | -4.3 | -3.6 |
| 62 | CCCCCCC1(C)NC(=O)N(CC(=O)NCCc2ccccc2)C1=O (stereo not given) | -2.9 | -1.7 | -3.2 |
| 63 | COc1ccc(Oc2cnn(-c3ccc(F)cc3)c(=O)c2Nc2cccc(C(=O)N3CCOCC3)c2)cc1 | -3.3 | -8.9 | 8.3 |
| 64 | CCOCCn1cc(C2CCN(C(=O)c3cc(C(F)(F)F)cc(C(F)(F)F)c3)CC2)c2ccccc21 | -8.6 | -8.1 | 17.6 |
| 65 | O=C(Nc1cc(Cl)ccc1O)C1CCN(C(=O)C2CC2c2ccccc2Cl)CC1 (stereo not given) | x | -1.9 | -1.7 |
| 66 | CC(=O)c1ccc(NC(=O)CCn2nc(-c3cccs3)oc2=O)cc1 | -6.7 | -6.7 | 13.4 |
| 67 | O=C(NCc1nnnn1C1CCCCC1)Nc1ccc2c(c1)OCO2 | x | -14.2 | 4.9 |
| 68 | COc1cccc(-c2nnc(SCC(=O)N3CCN(C(=O)c4ccc(Br)cc4)C(C)C3)n2-c2ccccc2)c1 (stereo not given) | 2.2 | 2.6 | -13.0 |
| 69 | CCn1c(SCC(=O)NC(=O)c2cccn2C)nnc1-c1ccco1 | x | -4.2 | 1.8 |
| 70 | CC(=O)Nc1ccc(NC(=O)CC(NCC(C)C)C(=O)O)cc1 (stereo not given) | -8.6 | -3.4 | -10.7 |

More structures:
| nr | compound | mcGAS lum | hcGAS lum | NPYLR7 ag |
| --- | --- | --- | --- | --- |
| 71 | Nc1nc(NC2CC2)cc(-c2ccccc2CN2CCOCC2)n1 | x | -6.2 | 7.4 |
| 72 | C=C1CC[C@H](O)C/C1=C/C=C1\CCC[C@]2(C)[C@@H]([C@H](C)CCCC(C)(C)O)CC[C@@H]12 | -7.4 | -9.2 | 3.2 |
| 73 | COc1ccc(CCOc2nc(-c3ccc(Cl)c(Cl)c3)n(-c3cccc(NC(=O)c4ccc(C(F)(F)F)cc4)c3)n2)cc1 | -4.1 | 1.1 | 12.2 |
| 74 | C=CCNC(=O)C(NC(=O)c1ccc2c(c1)OCO2)C1CCN(C(=O)c2ccc(F)cc2)CC1 (stereo not given) | 1.6 | 3.4 | -7.0 |
| 75 | CCC(=O)N1CCC1(C)C(=O)Nc1cc(-c2ccccc2)nn1C (stereo not given) | -8.2 | -15.9 | 5.0 |
| 76 | Cc1ccc2c(c1)c(CNC1CCC3(CCNCC3)CC1)nn2C | -14.6 | -2.2 | 6.8 |
| 77 | O=S(=O)(NC1CCCc2ccccc21)c1c(F)cc(F)cc1Br (stereo not given) | x | -0.8 | 7.4 |
| 78 | CCCCN(Cc1cccn1Cc1ccc(Br)cc1)C(=O)CN(CCOC)C(=O)c1ccccc1OC | -6.3 | -10.1 | -4.7 |
| 79 | CCCc1[nH]n(C(C)(C)C)c(=O)c1C1=C(N(C)C2CCCCC2)C(=O)N(CCOC)C1=O | -5.9 | -6.3 | 1.1 |
| 80 | Cc1ccc(O)c(NC(=O)c2cccc(S(=O)(=O)N3CCCC3)c2)c1 | 0.8 | 0.9 | -5.8 |
| 81 | COc1cccc(CNC(=O)C2CCN(C(=O)[C@H](C)NC(=O)Nc3c(Br)cc(C(C)C)cc3Br)CC2)c1 | -6.7 | -3.4 | 1.1 |
